# Bioassay records from PubChem.
# FBW7 activator – FBW7 E3 ligase activators, primary screen, biochemical, AlphaScreen, human. AlphaScreen FBW7–phospho-cyclin E peptide binding, activator screen. hit rate 0.13% among 650,000. AID 1259310, 2017. F-box/WD repeat-containing protein 7 (Homo sapiens), Q969H0. normalized activity (activation), % at 26.1 µM; in the data active = normalized activity above about 1.9%;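 note: purified mutant Fbw7 with reduced substrate affinity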
# TEAD-YAP block – TEAD-YAP interaction inhibition, primary screen, TEAD-YAP interaction inhibitor project, luminescence, HEK-TIYL cells | inhibition, % at 9.12 µM | TEAD-Gal4/YAP UAS-luciferase luminescence | hit rate 1.4% among 640,000 | AID 1259422, 2018; in the data active = inhibition above about 32%;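 note: 0% = median of test compound wells and 100% = reference inhibitor wells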
# MITF primary – MITF inhibitors, primary screen, biochemical, AlphaScreen, human; AlphaScreen MITF homodimerization, bead proximity signal; inhibition, % at 2.6 µM; AID 1259374, 2018; hit rate 0.91% among 650,000; in the data active = inhibition above about 50%;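 note: 0% = vehicle wells with protein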
# Target sequence (O75030 whole entry, looked up): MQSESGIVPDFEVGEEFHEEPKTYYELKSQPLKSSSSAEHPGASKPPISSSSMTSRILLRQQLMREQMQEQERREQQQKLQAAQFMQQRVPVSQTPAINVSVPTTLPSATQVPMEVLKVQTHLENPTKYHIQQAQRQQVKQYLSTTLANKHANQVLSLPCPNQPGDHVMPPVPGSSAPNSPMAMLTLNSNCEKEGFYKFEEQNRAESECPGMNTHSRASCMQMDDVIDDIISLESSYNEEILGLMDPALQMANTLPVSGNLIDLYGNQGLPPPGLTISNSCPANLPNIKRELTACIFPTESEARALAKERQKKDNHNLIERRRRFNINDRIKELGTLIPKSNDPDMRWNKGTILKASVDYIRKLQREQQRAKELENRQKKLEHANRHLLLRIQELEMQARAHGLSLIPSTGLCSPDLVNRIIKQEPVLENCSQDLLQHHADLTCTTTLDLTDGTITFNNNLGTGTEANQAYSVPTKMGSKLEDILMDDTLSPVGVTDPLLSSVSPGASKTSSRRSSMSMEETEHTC
# GPR151 activ – activators of human GPR151, primary screen, cell-based, PathHunter beta-arrestin, luminescence; G-protein coupled receptor 151 (Homo sapiens), Q8TDV0; PathHunter beta-arrestin GPR151 cells; activation, % at 11.2 µM; hit rate 1% among 650,000; in the data active = activation above about 4.9%;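 note: 0% = median of compound wells and 100% = cells with positive control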
# Target sequence (Q8TDV0 whole entry, looked up): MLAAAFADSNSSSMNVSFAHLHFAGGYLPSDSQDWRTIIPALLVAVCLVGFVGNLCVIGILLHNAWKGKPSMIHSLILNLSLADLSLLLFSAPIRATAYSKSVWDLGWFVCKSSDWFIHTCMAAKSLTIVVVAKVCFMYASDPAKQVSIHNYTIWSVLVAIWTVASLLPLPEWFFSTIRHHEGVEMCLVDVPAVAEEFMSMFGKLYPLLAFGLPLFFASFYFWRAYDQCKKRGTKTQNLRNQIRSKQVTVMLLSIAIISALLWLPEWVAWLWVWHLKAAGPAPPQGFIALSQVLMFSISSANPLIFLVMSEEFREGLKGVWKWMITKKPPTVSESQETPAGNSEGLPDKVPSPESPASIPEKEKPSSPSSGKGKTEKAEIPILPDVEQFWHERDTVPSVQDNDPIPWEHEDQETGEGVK
# The depositor's hits bear a star; / = not tested or not shown.
SMILES,FBW7 activator,TEAD-YAP block,MITF primary,GPR151 activ
CN(Cc1nc(-c2ccccc2)no1)C1CCOCC1,0.2,-56,-9,-1.8
Cc1ccccc1-c1nc(-c2ccc(NC(=O)c3ccc(Br)o3)cc2)no1,-0.1,-38,0,-0.6
Cc1ccc(N2N=C([N+](=O)[O-])C(c3ccco3)NC2c2ccco2)cc1 (stereo unspecified),-0.1,-15,6,0.1
CCCN1C(=O)/C(=C\c2nc3ccccc3c(=O)n2-c2ccc([N+](=O)[O-])cc2)c2cc(C)ccc21,0.9,-1,10,-0.5
O=C(COc1ccccc1Cl)Nc1ccc(NC(=O)c2nccs2)cc1,0.0,1,-3,-0.1
CC(Oc1ccc(OCc2ccccc2)cc1)C(=O)Nc1ccc(C(N)=O)cc1 (stereo unspecified),0.5,13,12,-2.4
Cc1ccc(-c2nnn(CC(=O)NCC3CC3)n2)o1,0.0,-10,-6,-1.7
COc1ccc(-c2cc(-c3cccnc3)c(C#N)c(=O)[nH]2)cc1,-0.2,1,1,1.1
COc1ccc(Br)cc1C1=N/C(=C\c2ccccc2F)C(=O)O1,-0.1,6,2,1.1
COc1cccc(CN2CCN(C3CSCCSC3)CC2CCO)c1 (stereo unspecified),-0.1,-2,0,-2.1
CCOc1ccc(N2C(=O)NC(=O)/C(=C\c3ccccc3)C2=O)cc1,-0.1,-5,-2,-0.4
CC(=O)C1=C(C)NC(=O)NC1c1ccc(C)cc1 (stereo unspecified),-0.2,-7,8,-0.4
Cc1cc(NCc2nc3ccccc3[nH]2)nc(N2CCCC2CO)n1 (stereo unspecified),-0.1,0,5,-0.8
Cc1cccc(OCC(=O)NCCS(=O)(=O)N2CCN(Cc3ccccc3)CC2)c1,0.0,-7,9,0.2
CCCCCOc1ccc(NS(=O)(=O)c2ccccc2)cc1,0.1,6,14,-0.3
Cn1c(=O)c2c(nc(Br)n2CC(O)COc2ccc3ccccc3c2)n(C)c1=O (stereo unspecified),0.1,12,1,0.0
Fc1cc(NC(=S)NC2CC2)ccc1Cl,0.2,0,1,-0.7
CCOC(=O)C1CCN(CC(=O)N2C(C)CCCC2C)CC1 (stereo unspecified),0.1,-6,8,-0.8
COc1ccc(C(CC(=O)O)NC(=O)c2cccc([N+](=O)[O-])c2C)cc1 (stereo unspecified),0.2,15,10,2.0
COC(=O)c1ccc(COC(=O)Cc2coc3cc(C)ccc23)cc1,0.2,-2,-6,-1.2
CCCCOc1ccccc1C(=O)NNC(=S)NC(=O)CC,0.2,0,-5,0.0
O=C(NCCN1CCOCC1)c1ccnc(-n2ncc3cc(Nc4cccnc4)ccc32)c1,0.2,13,8,0.0
CC1(CCc2ccccc2)NC(=O)N(Cn2nnc3ccccc3c2=O)C1=O (stereo unspecified),-0.1,3,-8,0.0
CC1=C(C(=O)OCCc2ccccc2)C(c2coc3ccc(C)cc3c2=O)C2=C(CC(C)(C)CC2=O)N1 (stereo unspecified),-0.2,8,-1,0.8
CCOC(=O)C1=C(C)N(c2ccc(C)cc2)C(=O)/C1=C\c1ccccc1OC,0.5,-5,11,0.4
O=C(C1CCN(S(=O)(=O)c2ccc(Br)cc2)CC1)N1CCCC1,-0.1,-9,4,2.2
O=C(CC1C(=O)NCCN1Cc1ccccc1F)NCc1ccc(N2CCOCC2)cc1 (stereo unspecified),-0.1,-9,0,0.4
CCOc1ccc(S(N)(=O)=O)cc1C,0.1,2,17,-2.0
O=C(NCC1CCCO1)C1CCN(C(=O)c2ccc(Br)cc2)CC1 (stereo unspecified),0.2,15,10,-0.9
O=C(NCCc1c[nH]c2ccccc12)c1ccc(Cn2nnc3ccsc3c2=O)cc1,-0.1,5,0,1.8
CCOC(=O)c1c(C)oc2c1c(C=Nc1cccnc1)c(O)c1ccccc12,0.0,3,5,1.5
O=C(Nc1cccc(C(F)(F)F)c1)c1ccc(N2CCN(CCO)CC2)c([N+](=O)[O-])c1,-0.2,-5,0,0.4
COC(=O)C1CCN(S(=O)(=O)c2cn(C)c(=O)n(C)c2=O)CC1,0.3,3,0,0.5
COc1ccccc1CNC(=O)CN(c1cc(Cl)ccc1OC)S(C)(=O)=O,-0.2,-8,-9,-0.2
O=C1c2ccccc2S(=O)(=O)N1C(=O)c1c(Cl)nc2sccn12,0.5,-3,13,0.4
COc1ccc(N2C(=O)CC(SCC(N)C(=O)O)C2=O)cc1 (stereo unspecified),0.4,-1,18,-0.2
O=C1CSc2cc(S(=O)(=O)CCC(=O)NC3CCCCCCC3)ccc2N1,0.5,0,11,-2.2
CCCCC(=O)NC(Nc1cc(C)ccn1)(C(=O)OCC)C(F)(F)F (stereo unspecified),0.1,-6,6,0.7
CCCCCCc1ccc(C2=N/C(=C\c3ccccc3)C(=O)O2)cc1,0.2,9,10,0.1
Cc1cccc(C)c1-n1c(=S)sc2c(=O)n(CCc3ccccc3)c(SCc3ccc(Cl)cc3)nc21,-0.1,-3,-1,-0.7
O=C1CCCC(=O)N1CCS(=O)(=O)N1CCN(c2ccccc2Cl)CC1,0.6,11,11,0.5
N/C(=N/OC(=O)c1ccc(Br)cc1)c1nonc1N,-0.2,-3,21,-0.6
CCN1C(=O)Cc2cc(NS(=O)(=O)c3ccccc3Cl)ccc21,-0.1,1,13,-0.5
Cc1cc(I)ccc1NC(=O)c1ccncc1,-0.1,4,1,0.6
Cc1cccc(NC(c2cccc(F)c2)c2ccc3cccnc3c2O)n1 (stereo unspecified),-0.2,40*,5,-1.3
CC(=O)Nc1ccc(NC(=O)CCCc2nc(-c3ccc(C(C)(C)C)cc3)no2)cc1,0.3,68*,10,-1.3
Cc1[nH]n(-c2ccccc2)c(=O)c1C=NCc1ccco1,-0.1,-71,-17,-1.5
COc1cccc(C(=O)Nc2ccc(NC(=O)c3ccco3)c(Cl)c2)c1,-0.1,-24,-8,-4.2
CCOC(=O)N1CCN(Cc2cc(=O)oc3c(C)c(C)ccc23)CC1,0.7,4,12,-1.3
COc1cc(OC)c(NC(=O)Cn2cnc3sc(C)cc3c2=O)cc1Cl,0.0,-12,5,-2.1

# Part of the list above, with bars between the fields:
Structure | FBW7 activator | TEAD-YAP block | MITF primary | GPR151 activ
COc1ccc(N2C(=O)CC(SCC(N)C(=O)O)C2=O)cc1 (stereo unspecified) | 0.4 | -1 | 18 | -0.2
O=C1CSc2cc(S(=O)(=O)CCC(=O)NC3CCCCCCC3)ccc2N1 | 0.5 | 0 | 11 | -2.2
CCCCC(=O)NC(Nc1cc(C)ccn1)(C(=O)OCC)C(F)(F)F (stereo unspecified) | 0.1 | -6 | 6 | 0.7
CCCCCCc1ccc(C2=N/C(=C\c3ccccc3)C(=O)O2)cc1 | 0.2 | 9 | 10 | 0.1
Cc1cccc(C)c1-n1c(=S)sc2c(=O)n(CCc3ccccc3)c(SCc3ccc(Cl)cc3)nc21 | -0.1 | -3 | -1 | -0.7
O=C1CCCC(=O)N1CCS(=O)(=O)N1CCN(c2ccccc2Cl)CC1 | 0.6 | 11 | 11 | 0.5
N/C(=N/OC(=O)c1ccc(Br)cc1)c1nonc1N | -0.2 | -3 | 21 | -0.6
CCN1C(=O)Cc2cc(NS(=O)(=O)c3ccccc3Cl)ccc21 | -0.1 | 1 | 13 | -0.5
Cc1cc(I)ccc1NC(=O)c1ccncc1 | -0.1 | 4 | 1 | 0.6
Cc1cccc(NC(c2cccc(F)c2)c2ccc3cccnc3c2O)n1 (stereo unspecified) | -0.2 | 40* | 5 | -1.3
CC(=O)Nc1ccc(NC(=O)CCCc2nc(-c3ccc(C(C)(C)C)cc3)no2)cc1 | 0.3 | 68* | 10 | -1.3
Cc1[nH]n(-c2ccccc2)c(=O)c1C=NCc1ccco1 | -0.1 | -71 | -17 | -1.5
COc1cccc(C(=O)Nc2ccc(NC(=O)c3ccco3)c(Cl)c2)c1 | -0.1 | -24 | -8 | -4.2

# Other results follow.
SMILES,FBW7 activator,TEAD-YAP block,MITF primary,GPR151 activ
O=C(O)C1CSC(c2cccc(F)c2)N1 (stereo unspecified),0.0,-59,5,0.4
COc1ccc(C2NC(=O)c3c(sc4c3CCN(C)C4)N2)c(O)c1 (stereo unspecified),0.0,-3,4,1.7
CC(=O)Nc1ccc(S(=O)(=O)N2CCN(C3CCCCCC3)CC2)cc1,-0.1,4,30,0.9
CCC(=O)Nc1ccc(-c2nnc(SCC(=O)NCc3ccc(C)cc3)n2C)cc1,0.0,9,23,-1.3
CCOC(=O)C(NC(=O)c1cc(-c2ccc3c(c2)OCCO3)oc1C)C(C)C (stereo unspecified),0.2,4,-1,0.4
CC(C)=CCc1c2c(c3occ(-c4ccc(O)c(O)c4)c(=O)c3c1O)C=CC(C)(C)O2,0.0,0,8,1.4
OC[C@H]1O[C@H](c2ccccc2)C=C[C@@H]1Oc1cc(Cl)cc(Cl)c1,-0.1,/,-15,-0.8
Cc1ccc(NC(=O)c2ccc3c(=O)n(Cc4ccco4)c(=S)[nH]c3c2)cc1Cl,0.0,1,-5,0.6
COCCCNC(=O)COc1ccc(S(=O)(=O)Nc2ccccc2)cc1,-0.1,14,7,-0.1
CCCNC(=O)Cn1cnc2sc(C(=O)Nc3ccc(CC)cc3)c(C)c2c1=O,0.1,10,7,-0.4
COC(=O)c1c(-c2ccccc2)csc1NC(=O)CCC(=O)O,0.0,-4,6,0.1
COCC(C)NC(=O)c1ccc([N+](=O)[O-])c(C)c1 (stereo unspecified),0.1,-5,10,-0.1
COC(=O)C(C)NC(=O)C12CC3CC(CC(C3)C1)C2 (stereo unspecified),-0.1,-5,6,3.6
CCOC(=O)c1sc(NC(=O)CCCOc2ccc(Cl)cc2C)c(C(N)=O)c1C,0.2,0,7,2.8
COc1cccc(C2CC(C(=O)Nc3cnn(C(C)C)c3)N(C)S(=O)(=O)N2)c1 (stereo unspecified),-0.1,8,-5,-0.1
NCCNC(=O)/C(=N\O)c1ccccc1,0.0,15,4,0.3
c1cc(-n2cnc3c(Nc4ccc(N5CCOCC5)cc4)nc(NCc4ccc5c(c4)OCO5)nc32)cs1,-0.3,-10,2,0.6
CN1CCN(C(=O)c2ccc(-c3cc(Nc4ccc(N5CCOCC5)cc4)nc(N)n3)cc2)CC1,-0.1,-15,-5,-1.6
COc1ccccc1NS(=O)(=O)c1cccc(S(=O)(=O)c2ccc(Br)cc2)c1,0.1,-2,8,0.4
COc1cccc(C2=CC(c3ccc(OC)c(OC)c3)n3ncnc3N2)c1 (stereo unspecified),0.1,9,12,-0.2
O=C(c1ccco1)N1CCN(C(=O)c2ccc(Br)o2)CC1,0.2,2,9,2.2
COc1ccc(C)cc1NC(=O)C(C)NS(=O)(=O)c1ccc(C)cc1 (stereo unspecified),0.1,-3,-9,-0.3
COc1ccc(OC)c(C(C)NC(=O)c2ccco2)c1 (stereo unspecified),0.1,23,6,1.3
COc1ccc(Br)cc1CNC(=O)C(C)n1ncn2cccc2c1=O (stereo unspecified),0.0,4,-12,0.0
CC(C)N(CCNC(=O)c1cncc(-c2csc3ccccc23)c1)C(C)C,-0.1,0,10,-0.5
NC(=S)N/N=C/c1ccccc1OC(=O)/C=C/c1ccccc1,-0.1,2,9,-1.8
Cc1cc(NC(=O)C2CC(=O)N(c3ccccc3)C2)no1 (stereo unspecified),0.5,1,12,0.0
CNC(=O)c1ccccc1Sc1cccc2cccc(C(=O)O)c12,0.0,4,2,-0.2
O=C(N/N=C\C=C\c1ccccc1)c1ccc(Br)cc1,-0.1,1,3,1.5
CC(C)NS(=O)(=O)c1ccc(CCC(=O)NCc2ccco2)cc1,0.0,-8,-1,0.7
Cc1cnc(-c2ccc(N3CCOCC3)nc2)nc1NCc1nc2ccccc2[nH]1,-0.1,-7,2,-1.4
CCOc1ccc(-c2nnc(SCC(=O)Nc3cccc(OC)c3)nc2-c2ccc(OCC)c(OC)c2)cc1OC,-0.1,13,4,0.2
COc1ccc(-c2c(C)nn3c(N4CCNCC4)c4c(nc23)CCC4)cc1,0.0,15,20,0.9
N#Cc1cc(-c2ccnc(N3CCCCC3)n2)cc(N2CCOCC2)c1,-0.1,-15,1,-0.1
CCOC(=O)NC1(C(F)(F)F)NC(=O)N(c2ccccc2Cl)C1=O (stereo unspecified),0.5,15,7,-1.1
Cc1cccnc1C(NC(=O)C1CCN(C(=O)NC(C)(C)C)CC1)c1ccccc1 (stereo unspecified),-0.3,2,10,0.1
Cc1nnsc1C(=O)Nc1ccc2c(c1)OCO2,0.2,-3,11,-6.9
C=CCOc1ccc(-c2nn(-c3ccccc3)cc2/C=c2\sc3nc(-c4ccc(C)cc4)nn3c2=O)cc1,0.0,11,4,0.5
O=c1[nH]c(Nc2ccccc2)nnc1Cc1ccccc1Cl,0.1,4,-7,0.0
O=C(CCC1CCCCC1)NCCOc1ccc2nnc(-c3ccc(F)cc3)n2n1,-0.2,-4,-2,1.7
CC(=O)Nc1ccc(NC(=O)c2ccc(-c3ccc(N4CCN(C)CC4)cc3)s2)cc1,0.2,16,7,-7.4
c1ccc(Oc2nc(NCCN3CCOCC3)nc(Oc3ccccc3)n2)cc1,-0.3,0,1,0.8
Cc1c(CNCc2cccs2)c(C(=O)O)c(C)n1Cc1ccc(F)cc1,0.1,6,17,1.2
CC(=O)c1cccc(NC(=O)CSc2nnc(-c3cccnc3)n2Cc2ccccc2)c1,-0.2,-2,-12,1.3
